Screening data as filed in PubChem.
FUS suppressor: FUS proteinopathy suppression in yeast. 0.24% of 390,000 active. S. cerevisiae FUS-expressing, growth rescue, OD600, 24 h. Potency, µM (highest dose often 76.6 µM), for inactives: at the highest dose growth rescue (activation), usual class: activators. AID 1347120;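 further: potency means the concentration at half of the fitted maximal effect; plate controls were DMSO vehicle for no effect and reference control for full effect; nearly all actives have a fitted effect of over 55% in size; some results filed as inactive show a strong effect at the top dose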
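Compound concentration series was pinned onto galactose-induced FUS-expressing yeast seeded at OD 0.005. Plates sat 24hr at 30C; absorbance at 600 nm gave growth. DMSO served as background control.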
IL2 activator: activators of IL-2. IL-2 activation reporter assay, cell-based qHTS; stimulated with anti-CD3/CD4/CD28 beads; in transgenic mouse T cells. activation, % (series mostly up to about 46 µM). 0.065% of 360,000 active. AID 652025; in the data active means activation above about 50%; inconclusive means mostly about 30% to 49%; further: 0% is about no effect
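First, unstimulated transgenic mouse T cells were exposed to compound for 60 min. Next, anti-CD3/anti-CD4-coated beads with anti-CD28 were added. Finally, after 18 h at 37 degrees C, EGFP and DsRed were imaged.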
PI5P4K alpha inh: PI5P4K alpha (human) kinase inhibition. max response, %. 1.2% of 330,000 active. PI5P4Kalpha enzyme, ADP-Glo luminescence, 60 min; active compounds read low; active means max response of -50% or lower; inconclusive means between -30% and -50%; inactive means -30% or higher; further: value at the top dose of about 77 µM; on the % scale 0 is the no-effect control and ±100 the full control effect
Target sequence (P48426 whole entry, looked up): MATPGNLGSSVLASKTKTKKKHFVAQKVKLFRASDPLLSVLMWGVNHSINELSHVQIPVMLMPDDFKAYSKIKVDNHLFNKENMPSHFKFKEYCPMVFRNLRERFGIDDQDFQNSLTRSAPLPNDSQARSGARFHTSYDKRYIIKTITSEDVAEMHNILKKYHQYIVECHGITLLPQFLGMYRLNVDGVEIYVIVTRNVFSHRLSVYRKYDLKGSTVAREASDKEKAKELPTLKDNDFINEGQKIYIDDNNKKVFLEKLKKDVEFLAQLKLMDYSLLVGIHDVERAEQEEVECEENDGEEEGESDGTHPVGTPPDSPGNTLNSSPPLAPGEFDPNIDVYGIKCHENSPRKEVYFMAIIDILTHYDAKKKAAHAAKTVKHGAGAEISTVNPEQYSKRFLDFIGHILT
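Quantitative HTS of the MLSMR library against PI5P4Kalpha with substrate. ATP added last at 5 microM final; room temperature, 60 minutes. Remaining ATP depleted, ADP converted and read as luminescence.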
WRN inhibitor: WRN helicase (human) inhibition | WRN helicase unwinding, fluorescent forked duplex, kinetic | Potency, µM (highest dose often 114 µM), for the others: at the highest dose activity change, negative = inhibition, most hits filed as inhibitors | 0.46% of 360,000 active | AID 651768; further: potency means the concentration at half of the fitted maximal effect; on the % scale 0 is the no-effect control and ±100 the full control effect; nearly all actives have a fitted effect of over 55% in size
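Enzyme (20 nM final) and test compound sit together 15 min at room temperature before substrate addition. Substrate is a single-forked duplex oligonucleotide (100 nM) labelled with fluorophore and quencher, with 2 mM ATP; helicase unwinding raises red fluorescence, read kinetically.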
Abeta yeast res: restores growth of yeast expressing A-beta42 peptide; yeast expressing A-beta42, growth rescue, OD600, 48 h; response scale: 0% DMSO, 100% iron-clioquinol control; Potency, µM (titrated, usually from 46.1 µM), for inactives: at the top dose growth rescue, actives largely listed as activators; 0.063% of 410,000 active; AID 1347071; further: potency means the concentration at half of the fitted maximal effect; nearly all actives have a fitted effect of over 55% in size
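Growth rescue measured by 600 nm absorbance after 48 h yeast culture at 30 C with compound. Values normalized between DMSO and an equimolar ferric chloride plus clioquinol control.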
EPAC1 antagonist: EPAC1 (human) antagonism | O95398 | EPAC1 GEF assay, Rap1b-BODIPY-GDP exchange fluorescence | Potency, µM (doses to about 115 µM), without a hit: at the top dose activity change, negative = inhibition, usual class: inhibitors | 0.14% of 360,000 active | AID 720709;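 further: potency means the concentration at half of the fitted maximal effect; plate controls were vehicle for no effect and positive control for full effect; nearly all actives have a fitted effect of over 50% in size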
EPAC1 ag: agonists of human EPAC1; EPAC1 agonist qHTS, biochemical assay; response scale: 100% = response to 6.5 mM cAMP; 0.073% of 360,000 active; Potency, µM (series often up to 154 µM), for the others: at the top dose activation, most hits filed as activators; O95398; further: potency means the concentration at half of the fitted maximal effect; nearly all actives have a fitted effect of over 60% in size
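Nucleotide exchange assay: 100 nM EPAC1 with 250 nM Rap1B loaded with BODIPY-GDP and 50 uM GDP, room temperature. Fluorescence (480/540 nm) read every 5 min for 30 min; signal change normalized to 6.5 mM cAMP as full agonist.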
aSyn yeast inh: inhibitors of alpha-synuclein toxicity in yeast | Yeast expressing alpha-synuclein, growth rescue, BacTiter-Glo, 24 h | Potency, µM (doses to about 46.1 µM), inactives show at the top dose growth rescue (activation), usual class: activators | 0.14% of 370,000 active; further: potency means the concentration at half of the fitted maximal effect; % of control where 0% means no effect; nearly all actives have a fitted effect of over 65% in size
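Rescue of yeast growth: cells expressing toxic alpha-synuclein, induced in galactose at OD600 0.02, incubated with compound 24 h at 30 C. ATP luminescence quantified growth; inhibitors of toxicity appear as activators.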
PLK1 PBD inh: PLK1 (human) polo-box domain binding inhibition; 2.8% of 360,000 active; Plk1 PBD binding of FITC phosphopeptide, fluorescence polarization; P53350; Potency, µM, without a hit: max response, negative = inhibition, actives largely listed as inhibitors; AID 720504; further: potency means the concentration at half of the fitted maximal effect; series mostly up to about 57 µM; on the % scale 0 is the no-effect control and ±100 the full control effect; nearly all actives have a fitted effect of over 65% in size
Target sequence (P53350 whole entry, looked up, the tested form may be a part): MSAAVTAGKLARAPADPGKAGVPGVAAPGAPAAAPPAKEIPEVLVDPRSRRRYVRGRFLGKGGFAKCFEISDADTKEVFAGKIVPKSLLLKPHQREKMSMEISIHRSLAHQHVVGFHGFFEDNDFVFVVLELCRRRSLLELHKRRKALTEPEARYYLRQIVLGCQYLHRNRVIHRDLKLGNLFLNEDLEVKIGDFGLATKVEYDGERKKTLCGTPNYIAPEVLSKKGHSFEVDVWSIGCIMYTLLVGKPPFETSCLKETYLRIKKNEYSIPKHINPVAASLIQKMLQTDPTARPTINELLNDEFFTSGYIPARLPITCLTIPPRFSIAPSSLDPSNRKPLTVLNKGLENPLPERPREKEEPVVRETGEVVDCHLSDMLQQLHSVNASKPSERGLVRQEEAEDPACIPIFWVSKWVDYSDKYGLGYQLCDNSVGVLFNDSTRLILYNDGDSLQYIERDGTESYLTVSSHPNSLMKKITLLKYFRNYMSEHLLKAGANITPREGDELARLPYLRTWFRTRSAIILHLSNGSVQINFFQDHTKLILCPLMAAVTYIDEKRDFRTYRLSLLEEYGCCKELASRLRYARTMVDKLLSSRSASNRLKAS
The depositor's hits bear a star; ? = inconclusive; · = no result given; & = joins results of further samples; [ ] = another dose, or the depositor's remark. Unless noted, the call rests on the fitted dose curve; in most records, active means well fitted curve in the direction sought with a large enough effect; inconclusive means small, poorly fitted or top-dose-only effect, or another doubt; inactive means no such curve, though single readings can be large; an effect the other way counts as inactive or inconclusive.

cpd	SMILES	FUS suppressor	IL2 activator	PI5P4K alpha inh	WRN inhibitor	Abeta yeast res
1	CC(C)CNC(=S)NNC(=O)c1ccc(OC(F)F)cc1	-11%	2.5	·	3%	14%
2	CCN(CC)S(=O)(=O)c1cc(NC(=O)COC(=O)C2CCC2)ccc1C	-9%	0.0	2	-1%	-11%
3	CCCCCCOc1ccc(N2C(=O)CC(S/C(N)=N/N=C(\C)c3cccs3)C2=O)cc1 (configuration not stated)	9%	-0.9	·	-7%	20%
4	Cc1ccc(NS(=O)(=O)N2CCOCC2)cc1	22%	-2.3	4	8%	-18%
5	COc1ccccc1/C=C1\S/C(=N/NC(=O)c2cccc(Br)c2)NC1=O	-13%	-0.9	?	?	3%
6	COc1ccc(OC)c(S(=O)(=O)NCc2csc(-c3ccccc3)n2)c1	3%	-2.6	·	-6%	-9%
7	CCC(C)[C@H](NC(=O)NCc1ccccc1Cl)C(=O)O (some centres not stated)	-4%	-0.3	·	-4%	0%
8	O=C(c1ccccc1)N1CCN(c2ncnc3c2cnn3-c2ccccc2)CC1	31%	-1.9	-3	10%	-5%
9	CC(C)=CC(=O)OCC(=O)Nc1ccc(Cl)cn1	-3%	0.2	2	1%	22%
10	O=C(Nc1ccc(N2CCN(C(=O)c3cccs3)CC2)cc1)c1cccnc1Cl	16%	0.8	1	8%	-1%

cpd	EPAC1 antagonist	EPAC1 ag	aSyn yeast inh	PLK1 PBD inh
1	-1%	1%	3%	-3%
2	-10%	-3%	0%	4%
3	-21%	-20%	0%	-6%
4	-22%	-16%	2%	-2%
5	-26%	-31%[inhibitor]	1%	?
6	-6%	-5%	10%	-9%
7	0%	18%	4%	-1%
8	-12%	1%	-7%	-10%
9	?	9%	0%	0%
10	2%	-1%	2%	-11%

Structures shown so far with a Cl atom:
cpd	SMILES	FUS suppressor	IL2 activator	PI5P4K alpha inh	WRN inhibitor	Abeta yeast res
7	CCC(C)[C@H](NC(=O)NCc1ccccc1Cl)C(=O)O (some centres not stated)	-4%	-0.3	·	-4%	0%
9	CC(C)=CC(=O)OCC(=O)Nc1ccc(Cl)cn1	-3%	0.2	2	1%	22%
10	O=C(Nc1ccc(N2CCN(C(=O)c3cccs3)CC2)cc1)c1cccnc1Cl	16%	0.8	1	8%	-1%

cpd	EPAC1 antagonist	EPAC1 ag	aSyn yeast inh	PLK1 PBD inh
7	0%	18%	4%	-1%
9	?	9%	0%	0%
10	2%	-1%	2%	-11%

Next part.
cpd	SMILES	FUS suppressor	IL2 activator	PI5P4K alpha inh	WRN inhibitor	Abeta yeast res
11	O=C(NNC(=O)c1ccc2ccccc2n1)c1ccc(O)cc1	-2%	0.0	0	4%	8%
12	COC(=O)c1ccccc1SCC(=O)Nc1ccc(N2CCOCC2)cc1	32%	-0.8	-4	-1%	11%
13	CCCCCC[N+](C)(C)CC/C=C1/c2ccccc2Sc2ccc(Cl)cc21	5%	-4.4	0	-3%	-4%
14	OC1(c2cccc(C(F)(F)F)c2)CCN(Cc2nc(-c3cnccn3)no2)CC1	2%	-0.1	0	3%	11%
15	CN(CC(=O)Nc1ccccc1Cl)C(=O)COC(=O)c1ccc([N+](=O)[O-])s1	7%	-0.7	3	31%	-20%
16	CCCCNC(=S)NNC(=O)c1cc(-c2cccnc2)nc2ccccc12	·	-2.8	7	-16%	-18%
17	CN1c2ccsc2/C(=N/NC(=O)c2c(F)cccc2F)CS1(=O)=O	14%	1.3	0	6%	7%
18	Cc1ccc(NC(=O)CN(C)C(=O)Cc2ccccc2F)cc1	16%	0.8	0	3%	8%
19	Cc1scc(C(=O)N2CCN(c3ccc(Cl)cc3)CC2)c1C	19%	0.5	-13	-2%	21%
20	CCOc1ccc(C(=O)Nc2ccc(-c3nc4ccccc4[nH]3)cc2)cc1[N+](=O)[O-]	39%	0.1	-4	?	-16%

cpd	EPAC1 antagonist	EPAC1 ag	aSyn yeast inh	PLK1 PBD inh
11	-17%	8%	-5%[1.84 µM]	3%
12	-3%	4%	7%	-12%
13	-5%	1%	-47%[inhibitor]	-25%
14	8%	2%	-3%	-5%
15	-12%	-1%	0%[1.84 µM]	-15%
16	12%	-7%	0%	-5%
17	-14%	0%	0%	-4%
18	-5%	3%	9%	-12%
19	0%	2%	7%	-16%
20	-4%	-3%	0%&2%	4%&-10%

(more compounds)
cpd	SMILES	FUS suppressor	IL2 activator	PI5P4K alpha inh	WRN inhibitor	Abeta yeast res
21	COCCNC(=O)C1CCCN(S(=O)(=O)c2cccc3nsnc23)C1 (configuration not stated)	-8%	-0.9	0	-1%	-2%
22	CC(C)c1ccc(C2/C(=C(/O)c3ccc(F)cc3)C(=O)C(=O)N2CCCN2CCOCC2)cc1 (configuration not stated)	9%	-0.1	-1	-18%	-27%
23	COC(=O)c1ccc(N/C=C/C(=O)c2ccc(OC)c(OC)c2)cc1	3%	2.6	·	0%	8%
24	Cc1ccc(NC(=O)C2C3C=CC4(CN(Cc5cccnc5)C(=O)C24)O3)cc1F (configuration not stated)	1%	-2.3	0	2%	2%
25	CN(Cc1nc2ccccc2c(=O)[nH]1)C(=O)C1CC(=O)N(c2cccc3ccccc23)C1 (configuration not stated)	7%	0.8	-4	11%	3%
26	Cc1ccc(S(=O)(=O)N2CCC[C@H]2C(=O)OCC(=O)c2ccc3c(c2)NC(=O)CO3)cc1	11%	3.2	-6	-4%	9%
27	CC(C)COC(=O)/C(C#N)=C/c1cn(Cc2ccccc2)c2ccccc12	-9%	-0.7	12	-10%	3%
28	COc1ccc(NC(=O)c2cc(C3CCCCN3S(=O)(=O)Cc3ccccc3)on2)cn1 (configuration not stated)	41%	0.5	-4	-2%	5%
29	Cc1ccc(S(=O)(=O)NCCCNS(=O)(=O)c2ccccc2[N+](=O)[O-])cc1	5%	-0.2	2	-6%	-3%
30	O=C1c2ccccc2C(=O)N1Cc1nc(-c2ccccc2)no1	1%	-1.1	·	0%	-19%

cpd	EPAC1 antagonist	EPAC1 ag	aSyn yeast inh	PLK1 PBD inh
21	8%	-9%	-1%	-11%
22	-24%	5%	0%	-9%
23	15%	-1%	?	-4%
24	-4%	0%	0%	-7%
25	8%	2%	0%	1%
26	-3%	13%	0%	27µM*
27	-13%	4%	1%	2%
28	3%	-6%	10%	3%
29	-11%	5%	10%	-17%
30	9%	12%	25%	-8%

Results in EPAC1 ag and Abeta yeast res, for two of the compounds above:
nr | SMILES | EPAC1 ag | Abeta yeast res
21 | COCCNC(=O)C1CCCN(S(=O)(=O)c2cccc3nsnc23)C1 (configuration not stated) | -9% | -2%
22 | CC(C)c1ccc(C2/C(=C(/O)c3ccc(F)cc3)C(=O)C(=O)N2CCCN2CCOCC2)cc1 (configuration not stated) | 5% | -27%

Values in list order from the list:
FUS suppressor for entries 22–25 → 9%, 3%, 1%, 7%
WRN inhibitor for entries 22–25 → -18%, 0%, 2%, 11%
aSyn yeast inh for entries 22–25 → 0%, ?, 0%, 0%

(continued)
cpd	SMILES	FUS suppressor	IL2 activator	PI5P4K alpha inh	WRN inhibitor	Abeta yeast res
31	CCCCOc1c(Br)cc(CNCCCN2CCOCC2)cc1OC	-1%	0.4	32	-2%	-3%
32	Cc1noc(C)c1COc1cccc(C(=O)N2CCN(C/C=C/c3ccccc3)CC2)c1	9%	-0.2	6	-3%	7%
33	C#CCOCCOCCOCCNc1nc(N2CCN(C(=O)[C@H](C)n3cc(CCCN=C(N)N)nn3)CC2)nc(N2CCN(C(=O)[C@H](C)n3cc(CCCN=C(N)N)nn3)CC2)n1	-3%	-2.8	7	-3%	-7%
34	COc1ccc(S(=O)(=O)Nc2ccc3ccccc3c2)cc1C	43%	-0.3	·	-15%	27%
35	CCNc1nc2[nH]c(=O)c3c(c2s1)OC(N)=C(C#N)C3c1ccc(C)cc1 (configuration not stated)	42%	-1.1	-67*	-30%	24%[9.22 µM]
36	O=C(CNC(=O)N1CC(=O)Nc2ccccc21)Nc1ccc(Cl)cc1	6%	0.8	-1	-6%	-4%
37	CCC1(c2ccc(F)cc2)NC(=O)N(CC(=O)NC2CCCCCC2)C1=O (configuration not stated)	·	0.9	-3	2%	3%
38	Cc1ccc(NC(=O)CCN2C(=O)NC3(CCCC3)C2=O)cc1S(=O)(=O)N1CCOCC1	1%	-0.1	-3	5%	20%
39	CC(=O)Nc1ccc(S(=O)(=O)NCC(=O)OCC(=O)NNC(=O)c2ccccc2)cc1	-25%	0.0	1	8%	6%
40	CCCS(=O)(=O)N1CCN(Cc2ccc3c(c2)c2ccccc2n3CC)CC1	-5%	3.7	9	-24%	21%

cpd	EPAC1 antagonist	EPAC1 ag	aSyn yeast inh	PLK1 PBD inh
31	-28%	-3%	4%	5%
32	-25%	7%	3%	-4%
33	7%	-18%	-5%	-3%
34	-26%	24%	22µM*	-10%
35	-26%	18%	1%	-6%
36	2%	-3%	1%	-3%
37	8%	-4%	0%	-1%
38	-18%	0%	-2%	-5%
39	-10%	3%	5%	8%
40	-8%	14%	0%	1%

Entries listed above that bear a hit mark in PLK1 PBD inh:
# | structure | IL2 activator | PI5P4K alpha inh | WRN inhibitor | EPAC1 antagonist | PLK1 PBD inh
26 | Cc1ccc(S(=O)(=O)N2CCC[C@H]2C(=O)OCC(=O)c2ccc3c(c2)NC(=O)CO3)cc1 | 3.2 | -6 | -4% | -3% | 27µM*

Carrying on.
cpd	SMILES	FUS suppressor	IL2 activator	PI5P4K alpha inh	WRN inhibitor	Abeta yeast res
41	CCC(C)[C@H](NC(=O)NCCCN1CCOCC1)C(=O)OC (some centres not stated)	11%	-2.8	·	-1%	-10%
42	O=C(NCCN1CCN(S(=O)(=O)c2ccc([N+](=O)[O-])cc2)CC1)C(=O)Nc1ccccc1	-3%	-0.5	-8	7%	5%
43	CCN(CC(=O)Nc1c(F)cccc1F)C(=O)c1cc2ccccc2oc1=O	4%	0.2	4	-1%	-4%
44	CCn1nc(C)cc1C(=O)Sc1cccc(Br)c1	-8%	-4.1	11	-11%	-57%[inhibitor]

cpd	EPAC1 antagonist	EPAC1 ag	aSyn yeast inh	PLK1 PBD inh
41	39%[activator]	1%	-6%	-6%
42	19%	10%	0%	5%
43	1%	0%	-6%	5%
44	-4%	6%	-7%	?
